Imprint erasure: genomic imprint erasure induction | mouse ES Peg3-LacZ reporter, beta-gal luminescence, 40 h | Potency, µM (highest dose often 60.7 µM), without a hit: at the top dose activity change, positive = activation, hits mostly activators | hit rate 0.02% among 110,000 | AID 1948;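 also: 0% = negative control wells on the plate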
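Readout: BetaGlo luminescence (5 min, room temp) for LacZ from the normally silent maternal Peg3 allele in female Peg3LacZ-Neo ES cells. Cells 300/well, 40 h, 37C, 5% CO2. Data normalized per plate to negative controls.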
p53ts 32C tox: p53ts cell cytotoxicity, permissive temperature; AID 924; hit rate 0.93% among 130,000; Potency, µM (highest dose often 46.1 µM), for the others: top-dose activity change, negative = cytotoxicity, hits mostly cytotoxic; H1299-p53A138V at 32C, ATP luminescence viability, 24 h;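 also: 0% = DMSO and -100% = full killing by reference compound; nearly all actives have a fitted effect of over 55% in size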
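Viability by ATPlite luminescence after 24 h compound treatment (up to 46 uM) at the permissive 32C. Cells are H1299 carrying p53 A138V. Scale runs from DMSO basal to 100 uM tamoxifen as full kill; AC50 from Hill fits.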
IkB sig inh: inhibitors of IkB signaling in ABC-DLBCL cells; ABC-DLBCL IkBa-CBG/CBR dual luciferase ratio, 4 h; response scale: scaled: untreated 0%, proteasome inhibitor 100%; Potency, µM (highest dose often 57.1 µM), inactives show at the highest dose IkBa stabilization activation; hit rate 0.04% among 110,000; AID 445; active = well fitted curve in the direction sought with a large enough effect in the signal ratio, not every such curve was filed as active; inconclusive = small, poorly fitted or top-dose-only effect, or a change in a side signal; the % refers to the signal ratio;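 also: the direction sought is a rising ratio; 0% = basal untreated cells and 100% = reference inhibitor full response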
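Curves were fitted separately to fusion (green), unfused (red) and ratio luminescence, then classed by r2, magnitude and activity. Cells: OCI-Ly3, 4 h compound plus doxycycline at 37C; 10 uM MG-132 defined full response.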
p53ts 39C kill: cytotoxicity in p53ts cells at nonpermissive temperature; H1299-p53A138V viability at 39C, ATP luminescence, 24 h; Potency, µM (titrated, usually from 46.1 µM), for the others: at the highest dose activity change, negative = cell killing, actives largely listed as cytotoxic; hit rate 1.5% among 130,000; also: nearly all actives have a fitted effect of over 55% in size
* = called active by the depositor; ? = inconclusive; · = not tested or not shown; & = joins results of further samples; [ ] = dose if it differs, or a comment. Unless noted, calls follow the shape of the dose curve; as a rule, active = well fitted curve in the direction sought with a large enough effect; inconclusive = small, poorly fitted or top-dose-only effect, or another doubt; inactive = no such curve, though single readings can be large; an effect the other way counts as inactive or inconclusive. Unless noted, % is scaled to controls: 0 for no effect and ±100 for the full control effect; potency is read from the fitted curve at half-maximal effect.

Compound	Imprint erasure	p53ts 32C tox	IkB sig inh	p53ts 39C kill
O=C(c1cc2cc(Cl)ccc2oc1=O)N1CCOCC1	-1%	17%	1.2%	11%
CCN1C(=O)C2(c3ccccc31)c1c(oc3ccccc3c1=O)C(=O)N2CCOC (configuration not stated)	-4%[10.9 µM]	6%	-0.7%	-6%
NC(=O)C1=CN([C@@H]2O[C@@H](COP(=O)(O)OP(=O)(O)OC[C@@H]3O[C@H](n4cnc5c(N)ncnc54)[C@@H](OP(=O)(O)O)[C@@H]3O)[C@H](O)[C@@H]2O)C=CC1	·	34%[activator]	-5.1%	33%[activator]
Cc1ccc(C2c3[nH]c4ccccc4c3CCN2C(=O)CCc2ccccc2)cc1 (configuration not stated)	-6%[10.9 µM]	-9%	-0.7%	-8%
Cc1cc(=O)[nH]c(/N=C(\N)Nc2cccc3ccccc23)n1	-6%	2%	1.7%	12%
Cn1cnc(S(=O)(=O)N2CCCC(C(=O)Nc3ccc(OC(F)(F)F)cc3)C2)c1 (configuration not stated)	-8%[10.9 µM]	-6%	?	1%
C/C(N)=C(/C#N)C(=O)CSc1nc2cc(Cl)ccc2s1	-18%	-11%	?	-22%
O=C(Cn1nnc2sc(-c3ccccc3)cc2c1=O)Nc1cccc(C(F)(F)F)c1	6%[10.9 µM]	14%	?	-13%
COC(=O)c1ccccc1NC(=O)C(CCS(C)(=O)=O)NC(C)=O (configuration not stated)	-8%	-5%	0.7%	13%
COC(=O)c1c(-c2cc(OC)c(OC)c(OC)c2)c2ccnc(OCc3ncccn3)c2c(=O)n1Cc1ccnc(C)c1	-14%&-9%	8%&14%	-0.1%&-2.2%	0%&10%
Cc1ccc(NC(=O)Cn2c(=O)n(Cc3ccccc3)c(=O)c3c(C)c(C(=O)N(C)C)sc32)c(C)c1	22%[10.9 µM]	18%	0.6%	9%
Cc1ccc(Nc2c(-c3ccc(C)s3)nc3ncccn23)cc1	-9%[10.9 µM]	14%	?	-5%
COCC(=O)N(Cc1cc2ccccc2[nH]c1=O)c1ccccc1OC	-6%	4%	1.2%	-2%
COc1ccc(C(=O)c2oc3ccc(OC)cc3c2N)cc1	-17%	-1%	-2.0%	-11%
CCOc1ccccc1NC(=O)CN1C(=O)C2(SCC(=O)N2c2cccc(F)c2)c2ccccc21 (configuration not stated)	-8%[10.9 µM]	8%	3.9%	-13%

A stretch from the list above, as a working copy:
Compound	Imprint erasure	p53ts 32C tox	IkB sig inh	p53ts 39C kill
COCC(=O)N(Cc1cc2ccccc2[nH]c1=O)c1ccccc1OC	-6%	4%	1.2%	-2%
COc1ccc(C(=O)c2oc3ccc(OC)cc3c2N)cc1	-17%	-1%	-2.0%	-11%

Following part
Compound	Imprint erasure	p53ts 32C tox	IkB sig inh	p53ts 39C kill
COc1ccc(CN(CCCN2CCOCC2)C(=O)Nc2ccccc2)cc1OC	-14%	-4%	-2.8%	-3%
COc1cc(C2c3c(oc4cc(C)c(C)cc4c3=O)C(=O)N2c2cc(C)ccn2)ccc1O (configuration not stated)	-12%	11%	-0.6%	8%
CCc1cccc(C)c1NC(=O)Cn1cnc2c1c(=O)n(C)c(=O)n2C	-6%[10.9 µM]	6%	10%	14%
Cc1nc(N2CCCC2)ncc1C(=O)N1CCN(c2ccccc2F)CC1	-4%[10.9 µM]	1%	0.5%	-19%
COCCSc1ccccc1C(=O)Nc1nncs1	4%	-4%	0.3%	-14%
Cc1cc(C)n(-c2nc3ccccc3nc2N2CCOCC2)n1	2%	2%	13%	13%
Nc1ncn(C(=O)c2ccco2)n1	-4%	8%	-1.5%	7%
COc1cc(OC)cc(C(=O)OCc2cc3ccccc3[nH]c2=O)c1	-10%	-1%	1.1%	3%
Cc1ccc(C2CC(c3ccco3)n3nc(N)nc3N2)cc1 (configuration not stated)	1%	-12%	-3.5%	5%
Cc1c(-c2cccs2)[n+](=O)c2c(n1[O-])CCCC2	·	19%	·	16%
CC(C)N(C(=O)Cn1cc(S(=O)(=O)Cc2ccc(Br)cc2)c2ccccc21)C(C)C	-16%[10.9 µM]	-9%	-0.8%	-24%
COc1ccc(S(=O)(=O)Nc2cccc(-c3ccc(N4CCCC4)nn3)c2)cc1F	-10%[10.9 µM]	-4%	?	-24%
COc1ccc(NC(=O)CSc2nc3ccccc3nc2N2CCCCC2)cc1	10%[10.9 µM]	23%	5.5%	6%
COc1ccccc1CCNC(=O)Cc1c(C)c2cc(Cl)c(O)cc2oc1=O	6%[10.9 µM]	13%	?	35%[activator]
CCOC(=O)c1[nH]c(C)c(C(=O)NC)c1C	-6%	0%	-3.1%	4%

Gathered by group, the entries above containing two or more sulfur atoms (2)
Compound	Imprint erasure	p53ts 32C tox	IkB sig inh	p53ts 39C kill
C/C(N)=C(/C#N)C(=O)CSc1nc2cc(Cl)ccc2s1	-18%	-11%	?	-22%
COCCSc1ccccc1C(=O)Nc1nncs1	4%	-4%	0.3%	-14%

The listing picks up, repeating the 4 entries before the break.
Compound	Imprint erasure	p53ts 32C tox	IkB sig inh	p53ts 39C kill
COc1ccc(S(=O)(=O)Nc2cccc(-c3ccc(N4CCCC4)nn3)c2)cc1F	-10%[10.9 µM]	-4%	?	-24%
COc1ccc(NC(=O)CSc2nc3ccccc3nc2N2CCCCC2)cc1	10%[10.9 µM]	23%	5.5%	6%
COc1ccccc1CCNC(=O)Cc1c(C)c2cc(Cl)c(O)cc2oc1=O	6%[10.9 µM]	13%	?	35%[activator]
CCOC(=O)c1[nH]c(C)c(C(=O)NC)c1C	-6%	0%	-3.1%	4%
COc1ccccc1N=c1oc2c(OC)cccc2cc1C(=O)NCc1ccco1	-1%	4%	?	11%
COc1ccc(-c2cc(C)no2)cc1S(=O)(=O)N1CCN(c2cccc(C)c2)C(C)C1 (configuration not stated)	-17%[10.9 µM]	12%	2.2%	14%
Cc1ccc2c(c1)C(=O)OC(C(=O)Nc1ncc(Cc3ccc(C(C)C)cc3)s1)C2 (configuration not stated)	-5%[10.9 µM]	-1%	4.0%	23%
CCC(=O)C1=C(c2ccc(F)cc2)N(C(=O)CC)n2cnnc2S1	-36%[inhibitor][10.9 µM]	9%	?	66%[activator]
N#CCCN(CC#Cc1ccccc1)OCc1ccccc1	·	1%[9.22 µM]	·	7%[9.22 µM]
Cc1ccc(CN2C(=O)c3ccccc3Sc3ccc(C(=O)NCCCN4CCOCC4)cc32)cc1	18%[10.9 µM]	-7%	?	?
COc1ccc(CC(=O)OCc2cc3ccccc3[nH]c2=O)cc1	-4%	5%	-1.4%	2%
COc1ccccc1CN1CC[C@@]2(CCCN(C(C)=O)C2)C1	·	-1%	2.5%[11.4 µM]	-1%
CC1=CC(C)(C)N=C(NC#N)N1	-4%	-2%	2.5%	8%
CCCc1nc(SCC(=O)N2CCC(Cc3ccccc3)CC2)c2c(=O)n(C)c(=O)n(C)c2n1	-11%	?	?	?
c1ccc(-c2noc(COc3ccc4c(c3)OCO4)n2)cc1	-1%	-3%	-1.1%	2%
CCCN1C2=C(C(=O)CCC2)C(c2ccc(O)c(Br)c2)C2=C1CCCC2=O	0%	1%	0.6%	3%
CC(C)(O)P(C)(=O)c1ccccc1 (configuration not stated)	2%	-5%	-2.5%	-9%
CC1CCN(S(=O)(=O)c2ccc3c(c2)N(CC(=O)NCc2ccccc2)C(=O)CO3)CC1	-11%[10.9 µM]	1%	?	-26%
Cc1c(S(=O)(=O)O)ccc(N=Nc2c(O)c(C(=O)O)cc3ccccc23)c1Cl	-7%[10.9 µM]	9%[9.22 µM]	4.2%[11.4 µM]	17%[9.22 µM]
CCOC(=O)c1cnn(-c2nc(C)nc3sc4c(c23)CCC4)c1N	9%	9%	0.6%	9%
CCOC(=O)c1[nH]c2ccc(OC)cc2c1NC(=S)N1CCN(c2ccccc2OC)CC1	·	-20%	·	-2%
CCc1nc2ccc(C(=O)NCCc3ccc(OC)cc3OC)cc2nc1CC	11%[10.9 µM]	7%	-0.5%	-14%
Cc1ccc(-c2nc(CS(=O)CC(=O)NCCN(CC(C)C)CC(C)C)c(C)o2)cc1 (configuration not stated)	-13%	-4%	0.1%	-18%
Cc1cc(C)n(-c2nc(N(c3ccccc3)c3ccccc3)nc(-n3nc(C)cc3C)n2)n1	·	-6%	·	13%
COc1ccccc1CNC(=O)CN1C(=O)COc2ccc(S(=O)(=O)N3CCC(C)CC3)cc21	-7%[10.9 µM]	12%	?	2%
O=C(CSc1nc2sc3c(c2c(=O)n1Cc1ccco1)CCC3)N1CCc2ccccc21	0%	12%	7.3%	7%
Cn1c(Cn2c(=O)sc3ccccc32)nnc1SCc1ccc(F)cc1	-25%	9%	1.7%	7%
COc1ccccc1C1c2c(oc3ccc(Cl)cc3c2=O)C(=O)N1c1cc(C)on1 (configuration not stated)	-10%	6%	0.1%	3%
CC(=O)[C@H]([C@@H](c1ccccc1)N1CCOCC1)N1CCOCC1	·	2%[9.22 µM]	0.0%[11.4 µM]	6%[9.22 µM]
COc1cc(C)c(N)cc1C(C)C	-4%	-4%	1.2%	0%
C/C(=N\NC(=O)c1nonc1N)c1cccs1	·	-18%	·	-6%
Cc1cccc(OCC(=O)Nc2ccc(S(=O)(=O)N(Cc3ccccc3)c3ccccc3)cc2)c1	-10%[10.9 µM]	-3%	?	15%
Cc1cccc(OCc2nnc(SCC(=O)Nc3sc(C)c(C)c3C#N)n2C)c1	-8%	4%	2.2%	3%
COc1ccc(CN(C(=O)c2oc3ccccc3c2C)C2CCS(=O)(=O)C2)cc1 (configuration not stated)	0%	6%	0.3%	2%
Cc1ccc(NC(=O)c2c(NC(=O)c3ccccc3)sc3c2CCC3)cc1	-9%[10.9 µM]	-5%	?	2%
COc1cc(S(=O)(=O)NC2CCCC2)ccc1Cl	0%	1%	4.3%	2%
Cc1ccnc(NC(=O)CCc2c(C)nc3ncnn3c2C)c1	?	3%	0.9%	-4%
Fc1ccc(Cn2nnnc2CN2CCc3ccccc3C2)cc1	-14%	6%	3.9%	-11%
CC[C@H]1CN(C)[C@H]2Cc3c([nH]c4ccccc34)C(=O)C[C@H]1[C@H]2C(=O)OC	-14%[10.9 µM]	-3%[9.22 µM]	-1.5%[11.4 µM]	-4%[9.22 µM]
COc1cc(NC(=O)c2ccc(C)cc2)c(OC)cc1NC(=O)CN1CCCCC1	·	5%	·	16%
CC(=O)N(c1ccc2oc(=O)sc2c1)S(=O)(=O)c1cccs1	-31%[inhibitor]	-7%	-0.1%	-3%
O=C(Nc1sc2c(c1C(=O)NCc1ccccc1)CCCC2)c1cc(=O)c2cc(Cl)ccc2o1	-9%[10.9 µM]	10%	?	3%
CCc1ccccc1Nc1cc(C(=O)NCCc2ccccc2)c2ccccc2n1	-9%[10.9 µM]	-6%	?	-25%
COc1ccc(CN(Cc2ccco2)C(=O)COc2ccccc2Cl)cc1	-15%[10.9 µM]	1%	?	-9%
COC(=O)c1scc(-c2ccccc2)c1S(=O)(=O)Nc1cccc(C)c1C	-9%[10.9 µM]	-4%	2.3%	?
CCOc1ccc(CNC(=O)c2ccc(Sc3ccc(Cl)cc3)c(NC(C)=O)c2)cc1	-8%[10.9 µM]	17%	?	-17%
CCOc1cccc(C(=O)Nc2ccc3oc(-c4ccc(C(C)(C)C)cc4)nc3c2)c1	-17%[10.9 µM]	-7%	2.1%	-15%
O=S(=O)(c1ccccc1)c1nnn2c1nc(NCc1ccccc1)c1cc(Cl)ccc12	-11%[10.9 µM]	5%	1.5%	-6%
